Screening data from PubChem.
UGM FP inh = M. tuberculosis UGM enzyme inhibitors, primary screen, biochemical, fluorescence polarization, single point; UDP-galactopyranose mutase (Mycobacterium tuberculosis (strain ATCC 25618 / H37Rv)), …; purified UGM, fluorescence polarization probe displacement; inhibition, % at 10 µM; hit rate 0.06% among 320,000; AID 504406, 2011; in the data active = inhibition above about 10%, passing the limit was not always enough
Target sequence (P9WIQ1 whole entry, looked up): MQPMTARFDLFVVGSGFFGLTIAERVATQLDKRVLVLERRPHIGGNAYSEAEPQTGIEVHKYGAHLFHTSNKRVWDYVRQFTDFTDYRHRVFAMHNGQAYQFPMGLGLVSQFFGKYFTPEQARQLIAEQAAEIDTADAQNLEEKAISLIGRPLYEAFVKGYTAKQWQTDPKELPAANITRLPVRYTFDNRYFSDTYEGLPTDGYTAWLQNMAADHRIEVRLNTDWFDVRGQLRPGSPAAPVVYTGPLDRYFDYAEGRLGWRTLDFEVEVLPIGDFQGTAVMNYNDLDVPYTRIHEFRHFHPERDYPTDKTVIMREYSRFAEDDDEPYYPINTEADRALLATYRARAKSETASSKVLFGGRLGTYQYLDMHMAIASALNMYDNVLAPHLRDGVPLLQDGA
FadD28 binding = inhibitors of FadD28 bisubstrate probe binding, primary screen, biochemical, fluorescence polarization, single point | inhibition, % at 12.5 µM | Mycobacterium tuberculosis FadD28 fatty-acid-AMP ligase | hit rate 0.22% among 360,000; in the data active = inhibition above about 8.5%, passing the limit was not always enough
Vc quorum ag = inducers of Vibrio cholerae quorum light production without autoinducers, primary screen, BH1578 luxS cqsA deficient, single point. V. cholerae BH1578 lux reporter, luminescence, 6 h. activation, % at 18.7 µM. hit rate 0.16% among 350,000. AID 588436, 2011; in the data active = activation mostly above about 9.7%, no sharp cut-off; also: not every result past the cut was called active; inactives centre near 0; reference of the scale not given here
PfHsp40 yeast = rescue of yeast from PfHsp40 toxicity, primary screen, S. cerevisiae, ATP luminescence; S. cerevisiae expressing PfHsp40, growth rescue; growth rescue, % at 12.5 µM; hit rate 0.68% among 340,000; in the data active = growth rescue above about 28%, passing the limit was not always enough;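 also: yeast W303a lacking pdr1 and pdr3 grown in galactose medium; growth measured after three days at 30 °C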
TcdB GH inh = TcdB glycohydrolase inhibitors, primary screen, biochemical, single point, plate reader; Toxin B (Clostridioides difficile), P18177; hit rate 0.24% among 350,000; AID 652162, 2013; TcdB glycohydrolase enzymatic assay; inhibition, % at 9.99 µM; in the data active = inhibition above about 10%
Yp Topo-I inh = Yersinia pestis topoisomerase I inhibitors, primary screen, biochemical, cleavage product accumulation, plate reader, single point. Y. pestis Topo-I cleavage product accumulation. AID 504884, 2011. DNA topoisomerase I (Yersinia pestis CO92). activity, % at 10 µM. hit rate 0.064% among 360,000; in the data active = activity above about 50%, passing the limit was not always enough; also: inactives centre near 2
GDH-TPI counter = GDH-TPI coupling enzyme inhibitors, primary screen, artefact control for M. tuberculosis FBA inhibitor project, biochemical, absorbance, full deck | GDH-TPI coupled enzyme counterscreen, NADH absorbance | inhibition, % at 4.8 µM | hit rate 1.2% among 360,000; in the data active = inhibition above about 30%;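 also: 0% = DMSO wells and 100% = wells lacking the enzyme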
BioA inh = M. tuberculosis BioA enzyme inhibitors, primary screen, biochemical, plate reader, single point, HTS. 7,8-diaminopelargonic acid synthase BioA (Mycobacterium tuberculosis). purified M. tuberculosis BioA enzyme. inhibition, % at 9.99 µM. hit rate 0.096% among 360,000; in the data active = inhibition above about 40%
FBA Mtb inh = Mtb FBA enzyme inhibitors, primary screen, biochemical, fluorescence, strain H37Rv. Fructose-bisphosphate aldolase (Mycobacterium tuberculosis (strain ATCC 25618 / H37Rv)), …. purified M. tuberculosis FBA, fluorescence read-out. inhibition, % at 1 µM. AID 588726, 2011. hit rate 2.3% among 360,000; in the data active = inhibition above about 27%;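 also: 0% = vehicle and 100% = reference inhibitor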
Target sequence (P9WQA3 whole entry, looked up): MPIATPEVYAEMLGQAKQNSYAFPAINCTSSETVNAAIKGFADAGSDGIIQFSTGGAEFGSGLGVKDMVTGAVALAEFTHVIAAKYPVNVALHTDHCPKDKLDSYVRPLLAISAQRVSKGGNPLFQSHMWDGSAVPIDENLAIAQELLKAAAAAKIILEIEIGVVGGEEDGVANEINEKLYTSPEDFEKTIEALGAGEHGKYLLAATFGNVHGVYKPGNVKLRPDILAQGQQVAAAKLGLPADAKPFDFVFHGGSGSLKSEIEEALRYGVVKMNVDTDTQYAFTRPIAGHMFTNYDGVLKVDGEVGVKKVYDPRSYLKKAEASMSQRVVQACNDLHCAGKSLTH
Active calls of the source: *. The order is random; overall some 4.6% were active at least once.

`Cn1c(N)c(C(=O)COC(=O)COc2ccc(C#N)cc2)c(=O)n(C)c1=O` gave UGM FP inh 1.7, FadD28 binding -3.4, Vc quorum ag -0.2, PfHsp40 yeast 0.8, TcdB GH inh 2.7, Yp Topo-I inh -11, GDH-TPI counter 5, BioA inh -1.2 and FBA Mtb inh 3.
Cc1cc(C)c(NC(=O)C(C)Sc2nc3ccc(N4C(=O)c5ccccc5C4=O)cc3s2)c(C)c1 (centres undefined) was read as UGM FP inh -0.1, FadD28 binding -1.2, Vc quorum ag 2.7, PfHsp40 yeast 0.3, Yp Topo-I inh 5, GDH-TPI counter 11, BioA inh -0.6 and FBA Mtb inh 0.
For COC(=O)c1c(NC(=O)COC(=O)CCNS(=O)(=O)c2ccccc2)sc(C)c1C the results were UGM FP inh -2.4, FadD28 binding -5.3, Vc quorum ag -0.1, PfHsp40 yeast 6.7, TcdB GH inh 0.5, Yp Topo-I inh 34, GDH-TPI counter 9, BioA inh 1.5 and FBA Mtb inh -6.
`CCC1CCC(N2CCN(c3cccc(OC)c3)CC2)CC1` (centres undefined) gave UGM FP inh -2.1, FadD28 binding -0.1, Vc quorum ag 0.7, PfHsp40 yeast 22, TcdB GH inh 1.0, Yp Topo-I inh 8, GDH-TPI counter 2, BioA inh -0.7 and FBA Mtb inh 1.
Screening O=C1c2ccccc2NC(c2cccc(O)c2)N1NS(=O)(=O)c1ccccc1 (centres undefined) returned UGM FP inh 1.0, FadD28 binding 0.4, Vc quorum ag 0.1, PfHsp40 yeast 0.9, TcdB GH inh 2.4, Yp Topo-I inh 5, GDH-TPI counter -2, BioA inh 0.0 and FBA Mtb inh 8.
Screening COc1ccccc1NC(=S)N1CCCC1 returned UGM FP inh 1.8, FadD28 binding -1.1, Vc quorum ag -0.4, PfHsp40 yeast -1.3, Yp Topo-I inh -2, GDH-TPI counter 5 and FBA Mtb inh 0.
`COc1ccc(/C=N/NC(=O)c2cccc(NC(=O)c3ccccc3Cl)c2)cc1OC` gave UGM FP inh 3.2, FadD28 binding -9.8, Vc quorum ag -0.2, PfHsp40 yeast 0.1, TcdB GH inh 1.8, Yp Topo-I inh 16, GDH-TPI counter 19 and FBA Mtb inh 0.
Screening COc1ccc(C(c2nnnn2C(C)(C)C)N2CCN(C/C=C/c3ccccc3)CC2)cc1 (centres undefined) returned FadD28 binding -2.6, TcdB GH inh -4.9, BioA inh 3.0 and FBA Mtb inh 0.
`O=C(N/N=C/c1ccco1)C1(O)c2ccccc2-c2ccccc21` gave UGM FP inh -0.5, FadD28 binding -0.9, Vc quorum ag inactive, TcdB GH inh 0.5, Yp Topo-I inh -4, GDH-TPI counter 17, BioA inh -1.0 and FBA Mtb inh 0.
Screening CCc1c(O)nc(SCC(=O)N(CC)CC)[nH]c1=O returned UGM FP inh -2.5, FadD28 binding -3.0, Vc quorum ag -0.2, PfHsp40 yeast 0.3, TcdB GH inh 0.8, Yp Topo-I inh 8, GDH-TPI counter -2 and FBA Mtb inh -5.

Among those listed so far, 2 have an aryl thioether with sulfur outside any ring:
Cc1cc(C)c(NC(=O)C(C)Sc2nc3ccc(N4C(=O)c5ccccc5C4=O)cc3s2)c(C)c1 (centres undefined) was read as UGM FP inh -0.1, FadD28 binding -1.2, Vc quorum ag 2.7, PfHsp40 yeast 0.3, Yp Topo-I inh 5, GDH-TPI counter 11, BioA inh -0.6 and FBA Mtb inh 0.
Screening CCc1c(O)nc(SCC(=O)N(CC)CC)[nH]c1=O returned UGM FP inh -2.5, FadD28 binding -3.0, Vc quorum ag -0.2, PfHsp40 yeast 0.3, TcdB GH inh 0.8, Yp Topo-I inh 8, GDH-TPI counter -2 and FBA Mtb inh -5.

(next part)
Screening COc1ccc(S(=O)(=O)N2CCC(C(=O)N[C@H](C(=O)NCc3ccncc3)C(C)C)CC2)cc1 returned UGM FP inh 0.5, FadD28 binding -2.4, Vc quorum ag 0.8, PfHsp40 yeast -0.2, TcdB GH inh -0.6, Yp Topo-I inh 2, GDH-TPI counter 6, BioA inh -1.8 and FBA Mtb inh 4.
Screening O=c1[nH]cnc2sc3c(c12)CN(Cc1ccccc1)CC3 returned UGM FP inh -1.9, FadD28 binding -2.5, Vc quorum ag -6.2, PfHsp40 yeast -0.5, TcdB GH inh 0.7, Yp Topo-I inh 4, GDH-TPI counter 23, BioA inh 0.4 and FBA Mtb inh 52*.
Screening Nc1ccn([C@@H]2O[C@H](CNCc3cccc(OC4CCCC4)c3)[C@@H](O)[C@H]2O)c(=O)n1 returned FadD28 binding -2.8, Vc quorum ag inactive, TcdB GH inh -1.1, Yp Topo-I inh -7, GDH-TPI counter -9, BioA inh 1.1 and FBA Mtb inh -1.
Screening CC(/C=C/c1ccco1)=N\NC(=O)c1cccnc1 returned UGM FP inh -0.4, FadD28 binding -2.0, Vc quorum ag 1.4, PfHsp40 yeast 0.2, Yp Topo-I inh -3, GDH-TPI counter 26 and FBA Mtb inh 1.
For O=C(NCCOCCOCCNC(=O)c1ccccc1)c1ccccc1 the results were UGM FP inh 3.2, FadD28 binding -1.9, Vc quorum ag -0.4, PfHsp40 yeast 0.0, TcdB GH inh -0.1, Yp Topo-I inh -2, GDH-TPI counter -2 and FBA Mtb inh -3.
NC(=O)c1sc2nc3c(cc2c1N)CCCCCC3 was read as UGM FP inh 5.5, FadD28 binding -1.8, Vc quorum ag inactive, PfHsp40 yeast -0.1, TcdB GH inh 1.4, Yp Topo-I inh 1, GDH-TPI counter -3 and FBA Mtb inh 1.
`O=C(COC(=O)CCc1ccccc1)NNC(=O)c1ccccc1` gave UGM FP inh -0.4, FadD28 binding -0.4, Vc quorum ag -1.3, PfHsp40 yeast -1.4, TcdB GH inh 2.7, Yp Topo-I inh -1, GDH-TPI counter 10, BioA inh -0.8 and FBA Mtb inh 3.
`COc1ccccc1-c1nnc(SCC(=O)N2CCC(C)CC2)o1` gave UGM FP inh 1.3, FadD28 binding -0.5, Vc quorum ag inactive, PfHsp40 yeast -1.0, Yp Topo-I inh 2, GDH-TPI counter -1, BioA inh 1.7 and FBA Mtb inh -1.
For Cc1ccc(S(=O)(=O)N2CCN(C(=O)COC(=O)c3ncc(Cl)c(Cl)c3Cl)CC2)c(C)c1 the results were FadD28 binding 0.1, Vc quorum ag -0.7, PfHsp40 yeast 1.1, TcdB GH inh -1.1, Yp Topo-I inh 20, GDH-TPI counter 3, BioA inh 2.3 and FBA Mtb inh 1.
For CC(=O)N1CCN(S(=O)(=O)c2cccc(C(=O)Nc3ccc(C)cn3)c2)CC1 the results were UGM FP inh -0.4, FadD28 binding -0.2, Vc quorum ag -1.0, PfHsp40 yeast -0.5, TcdB GH inh 0.5, Yp Topo-I inh 10, GDH-TPI counter 0, BioA inh 1.1 and FBA Mtb inh 1.
`COc1cc(C2C(Oc3ccccc3C)C(=O)N2Cc2ccc(F)cc2)cc(OC)c1OC` (centres undefined) gave UGM FP inh -0.5, FadD28 binding -2.9, Vc quorum ag -0.6, PfHsp40 yeast -1.1, TcdB GH inh 2.0, Yp Topo-I inh 13, GDH-TPI counter 1, BioA inh -1.6 and FBA Mtb inh -1.
Screening Cc1ccc(CONC(=O)/N=C/N(C)C)cc1 returned UGM FP inh 1.6, FadD28 binding -3.4, Vc quorum ag 0.4, PfHsp40 yeast -1.5, Yp Topo-I inh -5, GDH-TPI counter -6, BioA inh -2.2 and FBA Mtb inh 2.
`Cn1c(=O)cc(OCC(=O)N2CCN(C3CCCCC3)CC2)c2ccccc21` gave UGM FP inh -1.4, FadD28 binding -4.8, Vc quorum ag inactive, PfHsp40 yeast -0.6, TcdB GH inh -10.0, Yp Topo-I inh -1, GDH-TPI counter -6, BioA inh -0.9 and FBA Mtb inh 0.
`CC(=O)N1N=C(c2ccncc2)OC12CCCCCC2` gave UGM FP inh 0.6, FadD28 binding 1.0, Vc quorum ag -0.3, PfHsp40 yeast -1.4, TcdB GH inh 0.4, Yp Topo-I inh 0, GDH-TPI counter 7, BioA inh -1.4 and FBA Mtb inh 77*.
Screening COc1cccc(NC(=O)Cn2c(=O)c3c(ncn3Cc3ccccc3)n(Cc3ccccc3)c2=O)c1 returned UGM FP inh 1.0, FadD28 binding -0.6, Vc quorum ag inactive, PfHsp40 yeast -0.1, Yp Topo-I inh 17, GDH-TPI counter 9, BioA inh -1.9 and FBA Mtb inh 0.
For Cc1cn(C2C=CC(CO)O2)c(=O)[nH]c1=O (centres undefined) the results were UGM FP inh 2.4, FadD28 binding -1.1, Vc quorum ag -0.5, PfHsp40 yeast -0.5, Yp Topo-I inh -6, GDH-TPI counter 11, BioA inh -6.0 and FBA Mtb inh -5.
Screening Cc1cc(C)cc(NC(=O)CSc2nccn2Cc2ccco2)c1 returned UGM FP inh -1.8, FadD28 binding -1.7, Vc quorum ag -0.3, PfHsp40 yeast 0.1, TcdB GH inh 2.2, Yp Topo-I inh 11, GDH-TPI counter 3, BioA inh 1.3 and FBA Mtb inh 0.
CCC(C)N1C(=O)/C(=C\c2cc3c4c(c2)CCCN4CCC3)C(=O)NC1=S (centres undefined) was read as UGM FP inh -0.1, FadD28 binding -1.7, Vc quorum ag -0.6, PfHsp40 yeast -0.7, TcdB GH inh 1.8, Yp Topo-I inh -4, GDH-TPI counter 8, BioA inh 1.1 and FBA Mtb inh -2.
`O=C1NCCN2CCCC12` (centres undefined) gave UGM FP inh -0.1, FadD28 binding 2.2, Vc quorum ag inactive, PfHsp40 yeast 0.5, Yp Topo-I inh -2, GDH-TPI counter -10, BioA inh 1.5 and FBA Mtb inh 1.
C/C(=N/NC(=O)CNC(=O)C1COc2ccccc2O1)c1cccc(O)c1 (centres undefined) was read as UGM FP inh 3.2, FadD28 binding -4.3, Vc quorum ag 1.0, PfHsp40 yeast 1.6, TcdB GH inh 0.6, Yp Topo-I inh -6, GDH-TPI counter -3 and FBA Mtb inh -3.
For Cc1cc(Br)c(NC(=O)COn2nnc3ccc(S(C)(=O)=O)cc32)c(Br)c1 the results were UGM FP inh -1.5, FadD28 binding -1.2, Vc quorum ag inactive, PfHsp40 yeast -0.3, TcdB GH inh 1.3, Yp Topo-I inh 4, GDH-TPI counter 4 and FBA Mtb inh 1.
`O=C(CSc1nc(=O)n2ccccc2n1)N1CCCc2ccccc21` gave UGM FP inh -1.6, FadD28 binding 0.0, Vc quorum ag -0.3, PfHsp40 yeast 0.7, TcdB GH inh -0.4, Yp Topo-I inh 3, GDH-TPI counter 11, BioA inh 4.8 and FBA Mtb inh 0.
`NC(=O)c1ccc[n+](CC(=O)OCCC23CC4CC(CC(C4)C2)C3)c1` gave UGM FP inh -0.4, FadD28 binding -2.2, Vc quorum ag inactive, PfHsp40 yeast 1.9, Yp Topo-I inh -12, GDH-TPI counter -3 and FBA Mtb inh -8.

In the list so far, these contain an NH in an aromatic ring.
Screening CCc1c(O)nc(SCC(=O)N(CC)CC)[nH]c1=O returned UGM FP inh -2.5, FadD28 binding -3.0, Vc quorum ag -0.2, PfHsp40 yeast 0.3, TcdB GH inh 0.8, Yp Topo-I inh 8, GDH-TPI counter -2 and FBA Mtb inh -5.
Screening O=c1[nH]cnc2sc3c(c12)CN(Cc1ccccc1)CC3 returned UGM FP inh -1.9, FadD28 binding -2.5, Vc quorum ag -6.2, PfHsp40 yeast -0.5, TcdB GH inh 0.7, Yp Topo-I inh 4, GDH-TPI counter 23, BioA inh 0.4 and FBA Mtb inh 52*.
For Cc1cn(C2C=CC(CO)O2)c(=O)[nH]c1=O (centres undefined) the results were UGM FP inh 2.4, FadD28 binding -1.1, Vc quorum ag -0.5, PfHsp40 yeast -0.5, Yp Topo-I inh -6, GDH-TPI counter 11, BioA inh -6.0 and FBA Mtb inh -5.
